mHTT-CaM PPI inh: disrupts binding of mutant huntingtin to calmodulin; P42858; AlphaScreen His-mHTT/GST-CaM binding, luminescence; inhibition, % at 15 µM; actives 3.6% (n = 190,000); AID 1671202;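 further: 0% = both proteins with DMSO and 100% = one protein alone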
Pf apPOL block: Pf-apPOL DNA polymerase inhibition | inhibition, % at 10 µM | AID 1794808 | actives 0.25% (n = 210,000) | Recombinant Pf-apPOL, molecular beacon fluorescence, 1.5 h
The depositor's hits bear a star; x = not tested or not shown. No stated cut-off is given here; in the data, active means inhibition above about 50%; inactive means the rest.

1. Cc1nn(C)c2ncc(C(=O)NCCC(C)C)c(NCc3ccccc3)c12
2. N#CC(=CNc1nccs1)S(=O)(=O)c1ccc(Cl)cc1
3. CCCCc1nc2ccccc2c(NC(=O)CN2CCOCC2)c1CCC
4. COc1ccc(CCN2C(=O)CCC2(C)C(=O)NC2CCC(C)CC2)cc1OC (stereo not drawn)
5. CC(C)c1ccccc1OCC(O)CN1C(C)(C)CC(O)CC1(C)C (stereo not drawn)
6. CN1CCN(C(=O)CN(C2CCCCC2)S(=O)(=O)c2ccc(Cl)cc2)CC1
7. CC(O)CCC(=O)NCCc1nc2ccccc2n1Cc1ccccc1F (stereo not drawn)
8. O=c1oc2ccccc2c(N2CCCC2)c1[N+](=O)[O-]

| assay / compound | 1 | 2 | 3 | 4 | 5 | 6 | 7 | 8 |
| --- | --- | --- | --- | --- | --- | --- | --- | --- |
| mHTT-CaM PPI inh | -10 | x | 9 | -1 | -4 | 7 | 37 | 3 |
| Pf apPOL block | -3 | 8 | 1 | 3 | -7 | -3 | 0 | -6 |

Among those listed so far, these have nitrogen in an aromatic ring:
1. Cc1nn(C)c2ncc(C(=O)NCCC(C)C)c(NCc3ccccc3)c12
2. N#CC(=CNc1nccs1)S(=O)(=O)c1ccc(Cl)cc1
3. CCCCc1nc2ccccc2c(NC(=O)CN2CCOCC2)c1CCC
7. CC(O)CCC(=O)NCCc1nc2ccccc2n1Cc1ccccc1F (stereo not drawn)

| assay / compound | 1 | 2 | 3 | 7 |
| --- | --- | --- | --- | --- |
| mHTT-CaM PPI inh | -10 | x | 9 | 37 |
| Pf apPOL block | -3 | 8 | 1 | 0 |

More results follow:
9. CC(C)c1ccc(S(=O)(=O)NCCC2CCN(C(=O)NC3CCCCC3)CC2)cc1
10. CC1CN=C(NC2CCCCC2)S1 (stereo not drawn)
11. O=C(c1nn2c(C(F)(F)F)cc(-c3ccco3)nc2c1Br)N1CCCCC1
12. O=C(c1c[nH]c2ccccc12)N1CCC(c2nc(-c3ccccc3)no2)C1 (stereo not drawn)
13. COc1ccc2c(N3CCC(C(=O)Nc4ccc(C)c(F)c4)CC3)c(C#N)cnc2c1
14. Cc1cc([N+](=O)[O-])ccc1NCc1ccc2c(c1)OCO2
15. O=S(=O)(Nc1cc(C(F)(F)F)ccc1Cl)c1cccc2cccnc12
16. COCCC1CCN(C(=O)c2ccccc2Cl)CC1

| assay / compound | 9 | 10 | 11 | 12 | 13 | 14 | 15 | 16 |
| --- | --- | --- | --- | --- | --- | --- | --- | --- |
| mHTT-CaM PPI inh | 6 | x | 34 | 5 | -2 | 4 | -3 | 2 |
| Pf apPOL block | -4 | -3 | -1 | -8 | 0 | -9 | 0 | 0 |

Filtered by structure: the entries above containing a CF3 group
11. O=C(c1nn2c(C(F)(F)F)cc(-c3ccco3)nc2c1Br)N1CCCCC1
15. O=S(=O)(Nc1cc(C(F)(F)F)ccc1Cl)c1cccc2cccnc12

| assay / compound | 11 | 15 |
| --- | --- | --- |
| mHTT-CaM PPI inh | 34 | -3 |
| Pf apPOL block | -1 | 0 |

Later entries:
17. CCc1ccc(NS(=O)(=O)c2cc(Cl)ccc2Cl)cc1
18. COc1ccccc1-c1coc2cc(OCC(=O)c3ccccc3)ccc2c1=O
19. CC1CCC2(CC1)CC[C@@H]2NCc1ccc(Br)cc1 (stereo partly drawn)
20. CSc1ccccc1NC(=O)c1ccc(N2CCOCC2)nn1
21. COCC1CCCN(CC(=O)Nc2ccccc2F)C1 (stereo not drawn)
22. O=C(Nc1ccc(F)c(F)c1)c1ccc(F)c(S(=O)(=O)NCc2ccccc2Cl)c1
23. O=C(Nc1ccc([N+](=O)[O-])cc1Cl)c1cccc(Br)c1
24. COc1ccc(OC)c(NC(=O)C2CCCN(c3nnc4c(Cl)cccn34)C2)c1 (stereo not drawn)

| assay / compound | 17 | 18 | 19 | 20 | 21 | 22 | 23 | 24 |
| --- | --- | --- | --- | --- | --- | --- | --- | --- |
| mHTT-CaM PPI inh | -26 | 7 | -35 | -9 | -16 | -2 | 7 | 13 |
| Pf apPOL block | 0 | -6 | -9 | -7 | -3 | 29 | -2 | -5 |

25. O=C(Nc1c2c(nn1-c1ccc([N+](=O)[O-])cc1)CSC2)c1ccccc1F
26. NC(=O)c1sc2c(c1N)C(c1ccccc1Cl)CC(=O)N2 (stereo not drawn)
27. COc1ccc(CC(=O)Nc2c3c(nn2-c2ccccc2C)CS(=O)(=O)C3)cc1
28. N#CCNC1CC(=O)N(c2ccc(Cl)cc2)C1=O (stereo not drawn)
29. CCOc1ccc2c(c1)sc(=NC(=O)c1ccc(OC)c(OC)c1)n2C
30. COc1ccc(CCNCC(O)Cn2c3ccccc3c3ccccc32)cc1OC (stereo not drawn)
31. CCOC(=O)COc1cc2oc(=O)cc(C)c2cc1Cl
32. CC(C)Oc1ccc(CNC(=O)C2CCCN(c3cn[nH]c(=O)c3)C2)cc1 (stereo not drawn)

| assay / compound | 25 | 26 | 27 | 28 | 29 | 30 | 31 | 32 |
| --- | --- | --- | --- | --- | --- | --- | --- | --- |
| mHTT-CaM PPI inh | 21 | 0 | -3 | -8 | -9 | 21 | -3 | 11 |
| Pf apPOL block | -7 | -8 | 1 | -4 | 6 | 6 | -1 | -2 |

33. O=C(Oc1cccc(C(F)(F)F)c1)c1c(-c2ccccc2)nnc2ccccc12
34. O=C(O)C=CC(=O)c1ccc(C2CCCCC2)cc1
35. Nc1nnc(-c2ccc(Br)cc2)s1
36. Clc1ccc(SCCOCCn2ccnc2)cc1
37. Cc1ccc(NC(=O)N2CCCC2c2ccccc2C)cc1F (stereo not drawn)
38. CCc1ccccc1NC(=O)Cn1ccc2c(C)nn(C)c2c1=O
39. Cc1cccc2c1NC1(CCN(C(=O)C(C)(C)CCl)CC1)NC2=O
40. O=C(NCc1cc(F)cc(F)c1)c1cc2c(s1)CCN(C(=O)c1ccc(F)cc1)C2

| assay / compound | 33 | 34 | 35 | 36 | 37 | 38 | 39 | 40 |
| --- | --- | --- | --- | --- | --- | --- | --- | --- |
| mHTT-CaM PPI inh | x | x | -9 | 8 | -13 | -3 | -5 | 2 |
| Pf apPOL block | 4 | -4 | -5 | -6 | -5 | -1 | 3 | 0 |

Reprinted at random: two entries already listed.
36. Clc1ccc(SCCOCCn2ccnc2)cc1
38. CCc1ccccc1NC(=O)Cn1ccc2c(C)nn(C)c2c1=O

| assay / compound | 36 | 38 |
| --- | --- | --- |
| mHTT-CaM PPI inh | 8 | -3 |
| Pf apPOL block | -6 | -1 |
